Screening results from PubChem.
LYPLA1 counter: LYPLA1 inhibitors, primary screen, counter-screen for PME1 inhibitor project, biochemical, fluorescence polarization, FP-Rh probe ABPP | Acyl-protein thioesterase 1 (Homo sapiens), O75608 | recombinant LYPLA1 | inhibition, % at 5.9 µM | 320,000 tested, 0.16% active;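 active = inhibition above the mean of all tested compounds plus 3 SD, set per campaign, cut at about 14% in these data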;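 note: inhibitors block serine hydrolase probe labeling of LYPLA1 so polarization falls; 0% = enzyme with DMSO and 100% = wells lacking LYPLA1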
LYPLA2 counter: LYPLA2 inhibitors, primary screen, counter-screen for PME1 inhibitor project, biochemical, fluorescence polarization, FP-Rh probe ABPP; recombinant LYPLA2; inhibition, % at 5.9 µM; 320,000 tested, 0.38% active;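 active = inhibition above the screen-wide mean plus 3 SD, limit set per campaign, cut at about 26% in these data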;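 note: 0% = LYPLA2 with DMSO and 100% = wells lacking LYPLA2 enzyme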
PAFAH1B3 inh: PAFAH1B3 enzyme inhibitors, primary screen, biochemical, fluorescence polarization, human. Platelet-activating factor acetylhydrolase IB subunit alpha1 (Homo sapiens), Q15102. recombinant PAFAH1B3, FP-rhodamine probe. inhibition, % at 3.39 µM. 340,000 tested, 0.28% active;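 active = inhibition above the screen-wide average of all tested compounds plus 3 SD, cut at about 25% in these data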;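 note: 0% = enzyme with DMSO only and 100% = wells lacking PAFAH1B3 protein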
PAD4 FP inh: human PAD4 inhibitors, primary screen, biochemical, fluorescence polarization, 1536-well format | Protein-arginine deiminase type-4 (Homo sapiens), Q9UM07 | recombinant PAD4, RCA probe fluorescence polarization | inhibition, % at 6.36 µM | 330,000 tested, 0.41% active | AID 485272, 2010;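 active = percent inhibition above a cutoff equal to the mean of all tested compounds plus 3 SD, cut at about 15% in these data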;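 note: 0% = PAD4 with RCA probe and DMSO and 100% = probe without PAD4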
PAFAH1B2 FP inh: PAFAH1B2 enzyme inhibitors, primary screen, biochemical, fluorescence polarization, human; Platelet-activating factor acetylhydrolase IB subunit alpha2 (Homo sapiens), P68402; recombinant PAFAH1B2, FP-rhodamine activity probe; 340,000 tested, 1.2% active; inhibition, % at 3.39 µM;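 active = inhibition above the mean of all tested compounds plus 3 SD, cut at about 24% in these data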;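 note: 0% = enzyme with DMSO and 100% = wells lacking PAFAH1B2; many of its hits are not listed in these tables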
PAFAH2 inh: PAFAH2 enzyme inhibitors, primary screen, biochemical, fluorescence polarization, human; Platelet-activating factor acetylhydrolase 2, cytoplasmic (Homo sapiens), Q99487; recombinant PAFAH2, FP-rhodamine activity probe; inhibition, % at 3.39 µM; 340,000 tested, 0.99% active; AID 492956, 2010;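 active = inhibition above the mean over all tested compounds plus 3 SD, cut at about 30% in these data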;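 note: inhibitors block probe labeling of enzyme so polarization drops; 0% = enzyme with DMSO and 100% = wells lacking PAFAH2 protein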
pPAFAH inh: pPAFAH enzyme inhibitors, primary screen, biochemical, fluorescence polarization, human. Platelet-activating factor acetylhydrolase (Homo sapiens), Q13093. 330,000 tested, 1.5% active. recombinant pPAFAH, FP-rhodamine probe fluorescence polarization. inhibition, % at 3.39 µM;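 active = inhibition above the mean inhibition across the screen plus 3 SD, cut at about 25% in these data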;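 note: inhibitors block binding of the rhodamine activity-based probe so polarization drops; 0% = enzyme with DMSO and 100% = wells lacking pPAFAH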
Target sequence (Q13093 whole entry, looked up): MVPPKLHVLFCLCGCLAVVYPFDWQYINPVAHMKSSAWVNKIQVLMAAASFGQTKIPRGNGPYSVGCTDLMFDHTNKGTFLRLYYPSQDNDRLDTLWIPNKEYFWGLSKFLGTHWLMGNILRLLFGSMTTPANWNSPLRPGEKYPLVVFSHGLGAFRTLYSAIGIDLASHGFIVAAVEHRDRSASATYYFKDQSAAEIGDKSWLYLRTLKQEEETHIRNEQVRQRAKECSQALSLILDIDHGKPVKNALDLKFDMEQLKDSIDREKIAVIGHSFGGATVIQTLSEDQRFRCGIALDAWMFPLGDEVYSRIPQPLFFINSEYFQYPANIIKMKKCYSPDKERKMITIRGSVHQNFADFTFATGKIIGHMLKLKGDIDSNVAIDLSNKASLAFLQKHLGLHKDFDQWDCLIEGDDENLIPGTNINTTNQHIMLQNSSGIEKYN
PME-1 primary: PME-1 inhibitors via competitive probe labeling, primary screen, biochemical, fluorescence polarization, FP-Rh probe, HTS. recombinant PME-1. AID 2130, 2009. inhibition, % at 5.9 µM. Protein phosphatase methylesterase 1 (Homo sapiens), Q9Y570. 320,000 tested, 0.53% active;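 active = inhibition above the campaign mean of all compounds plus 3 SD, cut at about 26% in these data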;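 note: competitive labeling of PME-1 active site by serine hydrolase directed probe; 0% = PME-1 with DMSO and 100% = wells lacking PME-1 enzyme; inhibitors block probe labeling so polarization falls and inhibition rises; many of its hits are not listed in these tables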
Target sequence (Q9Y570 whole entry, looked up): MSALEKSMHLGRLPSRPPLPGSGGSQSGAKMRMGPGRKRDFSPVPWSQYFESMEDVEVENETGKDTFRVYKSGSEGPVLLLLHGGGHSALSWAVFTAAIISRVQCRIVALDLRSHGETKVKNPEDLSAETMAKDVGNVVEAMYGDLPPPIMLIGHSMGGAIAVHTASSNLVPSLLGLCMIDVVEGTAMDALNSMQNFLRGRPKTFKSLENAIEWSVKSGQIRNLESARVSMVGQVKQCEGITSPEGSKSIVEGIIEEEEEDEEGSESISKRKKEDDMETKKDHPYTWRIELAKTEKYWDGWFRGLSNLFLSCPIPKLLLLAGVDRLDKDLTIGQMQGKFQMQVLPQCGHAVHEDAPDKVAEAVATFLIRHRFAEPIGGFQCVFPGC
GSTO1 inh: inhibitors of recombinant GSTO1, primary screen, counter-screen for RBBP9 inhibitor project, biochemical, fluorescence polarization; Glutathione S-transferase omega-1 (Homo sapiens), P78417; AID 1974, 2009; inhibition, % at 5.96 µM; activity-based probe fluorescence polarization; 300,000 tested, 1.1% active;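 active = inhibition above the campaign mean inhibition plus 3 SD, cut at about 35% in these data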;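 note: 0% = GSTO1-1 with DMSO and 100% = wells lacking GSTO1-1 enzyme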
Target sequence (P78417 whole entry, looked up): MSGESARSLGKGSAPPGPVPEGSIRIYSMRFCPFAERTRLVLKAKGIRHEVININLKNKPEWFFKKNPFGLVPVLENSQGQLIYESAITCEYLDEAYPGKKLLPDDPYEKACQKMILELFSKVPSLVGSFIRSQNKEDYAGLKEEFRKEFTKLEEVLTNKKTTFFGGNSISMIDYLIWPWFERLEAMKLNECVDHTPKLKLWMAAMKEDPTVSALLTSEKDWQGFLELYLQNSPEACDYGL
An asterisk follows results filed as active; / = not tested or not shown. An excerpt. The share of hits here may be higher or lower than overall.

smiles,PME-1 primary,PAFAH2 inh,PAD4 FP inh,LYPLA2 counter,PAFAH1B3 inh,pPAFAH inh,GSTO1 inh,PAFAH1B2 FP inh,LYPLA1 counter
CC(NS(=O)(=O)c1ccc(OCC(=O)NCc2cccnc2)cc1)c1ccccc1 (stereo not given),-3,-4,3,-1,2,9,7,11,-3
Cc1ccc(NC(=O)N2CCC(NC(=O)C(C)(C)C)CC2)cc1,-2,13,-1,2,8,-4,-4,2,6
Cc1cc2c(cc1S(=O)(=O)N1CCN(c3cccc(C)c3C)CC1)OCC(=O)N2,5,-3,-7,-3,0,8,5,2,-5
Cc1cc(C)c2c3c(sc2n1)C1(CCSCC1)C(C#N)=C(N)O3,2,8,-7,-12,9,7,-36,4,-6
Cc1ccc(S(=O)(=O)N(C)c2ccc(C(=O)N3CCC(C(N)=O)CC3)cc2)cc1,-1,3,-2,6,2,3,-5,4,0
Nc1nc2n(n1)C(c1c(F)cccc1Cl)CC(c1ccc(F)cc1)N2 (stereo not given),-3,5,-2,14,3,-4,1,9,-4
CCCNC(=O)CN(Cc1ccco1)S(=O)(=O)c1ccc(OCC)cc1,-3,2,-3,0,7,-2,-5,3,4
Clc1ccccc1OCc1nnc(-c2ccccc2Br)o1,0,5,-2,3,6,9,1,1,-7
O=C(N/C(=C/c1ccc(Br)cc1)C(=O)N1CCOCC1)c1ccc(Br)o1,-10,0,-1,-2,3,5,-4,-2,2
CC1CCCC(NC(=O)NC(=O)CCl)C1C (stereo not given),11,5,-2,3,5,1,99*,10,-1
Cn1c(N)c(C(=O)COC(=O)c2cccc(S(=O)(=O)NCc3ccccc3)c2)c(=O)n(C)c1=O,/,26,2,/,9,-6,/,14,/
NC(=O)CC(NC(=O)c1ccccc1)c1ccc(NC2CCCCCCC2)c([N+](=O)[O-])c1 (stereo not given),-1,2,-6,3,15,8,3,5,4
CCC(=O)NCc1ccc2[nH]c(C)cc2c1,-4,6,-7,7,10,3,25,6,-3
Cc1cc(=O)[nH]c(/N=C(\N)Nc2cccc3ccccc23)n1,-7,0,-2,-2,0,5,-4,6,0
C[n+]1cccc(C(=O)Nc2ccccc2)c1,5,3,4,3,5,0,3,8,3
Cc1cc(C(=O)NC2=NCCS2)cs1,-2,-6,0,2,9,8,-5,7,2
COc1ccc(C(CC(=O)O)NC(=O)c2ccccc2[N+](=O)[O-])cc1 (stereo not given),4,-8,3,9,11,-2,1,2,-1
CCn1cc(/C=N/NC(=O)COc2cccc3cccnc23)c2ccccc21,-2,-3,1,-1,-7,12,12,-7,1
Cc1cccc(NS(=O)(=O)c2cc(OCC(N)=O)c(C)cc2Cl)c1,-4,-14,0,4,-11,-4,30,-5,2
COc1cc2cc(Oc3ccc4ccc(=O)oc4c3)c(=O)oc2cc1OC(=O)/C=C/c1ccccc1,1,-6,0,5,-4,8,-1,-1,0
COc1ccc(C(=O)COc2ccccc2C(=O)Nc2ccccc2)cc1,-38,-13,-6,-44,-1,-18,-12,0,-18
Cc1cc(Cl)c2oc(C(=O)NC3CCC(O)CC3)c(C)c2c1 (stereo not given),-5,1,4,-3,1,-3,-12,1,-6
Clc1cccc2sc(N3CCCCC3)nc12,2,-8,2,5,4,-1,4,5,-4
O=C(OCC(=O)c1cccs1)c1ccc([N+](=O)[O-])o1,-2,-2,-12,-6,3,-1,16,3,-4
CNc1nc(Cl)nc(Nc2ccccc2)n1,-2,0,-3,0,5,4,-1,3,0
CCOc1ccc(NC(=O)c2ccc3c(c2)CCN3S(C)(=O)=O)cc1,-3,2,1,7,5,0,6,4,2
CCOC(=O)CSc1nc2sc(C(=O)O)c(C)c2c(=O)[nH]1,1,5,3,2,10,3,1,2,-4
O=[N+]([O-])c1ccc(CSc2ccc(S(=O)(=O)N3CCCC3)cn2)cc1,2,-5,-4,5,4,4,/,8,-1
COc1ccccc1NC(=O)CN1C(=O)CSC(C)C1=O (stereo not given),8,-5,1,2,1,0,5,-2,1
O=c1cc(Cl)[nH]c(=O)n1Cc1ccccc1,-1,0,1,7,8,2,6,1,1
COc1ccc(-c2nnc(SCC(=O)c3cccs3)n2-c2ccc(Cl)cc2)cc1,2,9,-2,-5,6,9,-4,8,-1
COCCCNC(=S)Nc1ccc(C)cc1[N+](=O)[O-],-1,4,-3,-2,7,0,3,2,-1
Cc1ccccc1OCC(=O)NC(=S)Nc1ccc(N2CCOCC2)c(Cl)c1,3,4,1,2,-4,3,-4,0,-1
COc1ccc(CCNC(=O)C2CCCN(c3ncnc4c3nc3n4CCCCC3)C2)c(OC)c1 (stereo not given),-9,-7,5,11,7,3,-5,1,4
COc1cccc(C2=NOC(C(=O)NC(C)(C)C)C2)c1 (stereo not given),-2,2,2,-4,-1,0,9,6,3
Cc1ccc(S(=O)(=O)NCCC(=O)N2CCC(C)CC2)cc1,-4,4,0,1,-1,0,/,7,1
CCc1c(C)sc(NC(=S)N2CC(C)OC(C)C2)c1C(=O)OC (stereo not given),12,1,2,-4,9,-1,-11,5,0
COC(=O)CCC(=O)OC1(C)C(=O)C2=CN(CCN3CCOCC3)C(c3ccc(OC)cc3)=CC2=C(Br)C1=O (stereo not given),-1,/,0,9,/,2,56*,/,3
N#Cc1c(SCc2ccc(Cl)cc2)sc(C(=O)c2ccccc2)c1N,-13,-4,1,-8,-10,-5,-8,5,-8
COc1cc(OC)c2c(-c3ccccc3)cc(=O)oc2c1C(CCN1CCCC1)c1ccc2c(c1)OCO2 (stereo not given),1,8,1,1,0,1,5,-3,-3
O=C(O)c1ccccc1-c1cc2ccccc2[nH]1,3,-1,2,-7,16,1,0,13,-4
CNC(=O)c1sc(-c2cccnc2)nc1C,0,-6,-3,-6,6,2,0,0,0
O=C(OCc1nnc(-c2ccccc2)o1)c1cn(-c2ccccc2)nc1-c1ccccc1,-9,-3,-2,-8,-5,1,-10,-5,-7
NCCCn1c(C(=O)c2cc(Cl)c(N)c(Cl)c2)c2ccccc2[n+]1[O-],3,5,-8,2,0,6,2,6,3
CCc1cccc(CC)c1NC(=S)Nc1ccc2cn[nH]c2c1,3,4,-3,-1,7,6,-3,1,0
Cc1nc2ccccc2n1CC(=O)c1ccccc1,-3,6,-5,-3,8,1,2,4,-2
O=C(N/N=C/C=C\c1ccccc1[N+](=O)[O-])c1cc(-c2ccccc2)nc2ccccc12,-16,-13,2,-13,6,-6,-8,4,-10
CC(=O)Nc1ccc(S(=O)(=O)Nc2nc3ccccc3s2)cc1,3,3,3,1,1,-1,-4,0,-2
Cc1ccc(C(=O)NC2CCN(CC(=O)Nc3cccc([N+](=O)[O-])c3)CC2)cc1,-7,5,-3,4,-1,1,7,-1,-1
Cc1occc1C(=O)Nc1ccccc1NC(=O)c1ccoc1C,2,21,-3,2,12,10,-4,-2,-4
COc1cc(/C=N\N=C2/SC(CC(=O)O)C(=O)N2c2ccc(O)cc2)ccc1O (stereo not given),-3,4,-1,-1,6,0,-6,5,1
Cc1cc(=O)n2nc(-c3ccccc3)sc2n1,3,6,-3,0,5,-2,3,6,-2
CC(=O)c1c2c3c(cccc3n(C)c1=O)C(=O)c1ccccc1-2,2,/,12,13,/,11,9,/,2
O=C(CNCC1CCCO1)Nc1ccccc1N1CCCCCC1 (stereo not given),-3,-2,5,2,4,0,0,8,1
CN1CCN(c2nc3c(c(=O)n(C)c(=O)n3C)n2CCSc2nc3ccccc3s2)CC1,8,/,-3,0,/,-4,4,/,-3
O=C(CCN1CCN(Cc2ccccc2)CC1)NNC(=O)Nc1cccc(C(F)(F)F)c1,2,13,0,10,1,2,5,0,2
COCCN=c1scc(-c2ccc3c(c2)NC(=O)CO3)n1/N=C(\C)c1ccc(O)cc1,11,2,5,5,-2,12,12,2,-1
COc1ccc(C2/C=C\CN(C(=O)C3CCCC3)[C@H](Cc3ccccc3)C(=O)N2Cc2ccc(F)cc2)cc1 (stereo not given in full),-6,-3,-6,-5,12,-10,1,3,-7
CC(C)(C)OC(=O)N[C@@H](Cc1ccccc1)C(=O)N1CCC(C(=O)N[C@@H](CCC(N)=O)C(=O)O)CC1,-1,4,-3,2,11,3,6,1,0
Cc1ccc(NC(=O)CSc2nnnn2C2CCCC2)cc1S(=O)(=O)N1CCOCC1,2,-7,-1,-3,9,2,/,3,-2

Remaining list, next part
smiles,PME-1 primary,PAFAH2 inh,PAD4 FP inh,LYPLA2 counter,PAFAH1B3 inh,pPAFAH inh,GSTO1 inh,PAFAH1B2 FP inh,LYPLA1 counter
O=C(NN=Cc1cc(Br)c(O)c(Br)c1)c1ccccc1NS(=O)(=O)c1cccs1,/,11,-6,/,30*,31*,/,4,/
CCc1ccc(Cc2cnc(NC(=O)C3=NCCN3)s2)cc1,-7,-15,3,8,4,2,21,7,1
CC(=O)N1CCN=C1SCc1ccccc1F,-5,3,4,-4,14,2,6,4,1
COc1ccc(CN(Cc2cc3cc(OC)c(OC)cc3[nH]c2=O)C(=O)NC2CCCCC2)cc1,-10,1,-1,9,18,8,4,1,0
CC(C)CCN1CCN(Cc2cccn2-c2nccs2)CC1CCO (stereo not given),-2,0,-2,-7,-3,0,5,-1,-3
CCN1CCN(CCCNC(=O)CNC(=O)c2nn(-c3ccc(OC)cc3)c(=O)c3ccccc23)CC1,3,8,-7,5,-1,4,1,-5,0
O=C(O)C/C(=C\c1cc(Br)cs1)c1nc2ccccc2o1,5,0,5,0,4,11,-13,1,-1
COc1cc(Br)ccc1NC(=O)c1ccccc1-c1ccccc1C(=O)O,5,4,4,1,1,5,1,0,-2
Cc1sc(N)nc1-c1ccc(Oc2ccccc2)cc1,4,7,6,14,6,7,4,5,1
COC(=O)c1ccc(C)c(NC(=O)C2CC(=O)N(C3CCCC(C)C3C)C2)c1 (stereo not given),2,-1,-3,1,-1,-2,/,3,0
CSc1cccc(NC(=O)CN(C)S(=O)(=O)c2ccc(C)cc2)c1,-6,-11,-5,6,9,2,19,-6,3
CN1CCN(C(c2ccc(C(F)(F)F)cc2)c2ccc3cccnc3c2O)CC1 (stereo not given),-8,/,-2,0,/,7,-13,/,0
O=C(COC(=O)C1CCCC1)Nc1ncc(Cl)cc1Cl,2,15,3,4,11,18,13,4,2
CC(=O)c1c(C)[nH]c(C(=O)OCc2cccc(C)c2)c1C,-2,1,-5,4,6,12,-1,8,-1
N#Cc1c(-c2ccc(Cl)cc2)ccn2nc(C3CCCCC3)nc12,0,3,-1,4,7,3,-2,-4,1
CCc1ccc(/C=C2\SC(=S)N(CCCC(=O)Nc3ccccc3C(=O)O)C2=O)cc1,-3,31*,1,10,-2,-4,5,55*,7
CCNC(=S)N1CCN(CC(=O)Nc2ccc(Br)cc2)CC1,-3,5,3,2,10,-1,-1,7,1
Cc1[nH]nc2c1C(c1cn[nH]c1-c1ccc(F)cc1)C(C#N)=C(N)O2 (stereo not given),8,0,-8,-1,-1,7,6,2,-3
